Source: PubChem
All columns: NCI-60 one-dose screen, growth in % after 48 h at 10 µM unless noted; 100 = growth as untreated, 0 = no growth, -100 = all killed.
HS 578T – HS 578T breast cancer | 78,000 tested, 4.1% active | AID 1794788
K-562 – K-562 leukemia; 78,000 tested, 7.4% active; AID 1794777
MDA-MB-231 – MDA-MB-231 breast cancer. AID 1794789. 81,000 tested, 5% active
T-47D – T-47D breast cancer | AID 1794792 | 79,000 tested, 5% active
LOX IMVI – LOX IMVI melanoma. 79,000 tested, 7.4% active
MDA-MB-468 – MDA-MB-468 breast cancer; 78,000 tested, 8.5% active; AID 2202374
BT-549 – BT-549 breast cancer; AID 1794793; 78,000 tested, 4.4% active
MCF7 – MCF7 breast cancer; AID 1794796; 82,000 tested, 6.3% active
* marks the source's active call; other numbers are inactive results; x = no result given; & = joins results of further samples; ! = not active in a repeat. The calls were made as follows: active = growth percent below 10; inactive = the rest.

SMILES	HS 578T	K-562	MDA-MB-231	T-47D	LOX IMVI	MDA-MB-468	BT-549	MCF7
CCCNC(=O)c1cccc([N+](=O)[O-])c1	106	101	116	101	103	84	103	94
O=c1cc(-c2ccccc2)oc2cc(Nc3ccccc3)cc(O)c12	87	71	97	91	98	87	91	89
Cc1ccnc(NS(=O)(=O)c2ccc(Nc3ccnc(SCC(=O)c4ccc(F)cc4)n3)cc2)n1	96	114	107	87	98	92	x	89
COc1cc2c(cc1OC)C(C(CCCCCC(CCC(C)C)C1NCCc3cc(OC)c(OC)cc31)CCC(C)C)NCC2 (stereo not drawn)	-41*	14	-82*	-85*	-100*	-87*	x	-93*
COc1ccc(OC)c(-c2cn3nc(-c4c[nH]c5ccccc45)sc3n2)c1	86	62	61	71	77	73	94	63
CCOC(=O)C1=C(c2ccccc2)N=C2SC3C(=NN(c4ccccc4)C3c3ccc(Br)cc3)N2C1c1ccc(O)cc1 (stereo not drawn)	95	96	85	82	99	88	101	88
O=C(CCn1cnc2c(cc(-c3ccccc3)n2-c2ccncc2)c1=O)Nc1ccccc1	114	104	104	99	x	106	101	102
CCCCC(CC)CN1CN(CC(CC)CCCC)CC(C)(N)C1 (stereo not drawn)	108&101	88&49	102&90	96	94&87	99&74	100&93	98&90
NC1N=C(SCC(=O)N2CCN(c3cc4c(cc3F)c(=O)c(C(=O)O)cn4C3CC3)CC2)NC(=O)/C1=C/c1ccc(Cl)cc1 (stereo not drawn)	106	99	104	98	102	111	122	105
O=C(CSc1nc2ccc(F)cc2c(=O)n1-c1ccccc1)c1ccc(Br)cc1	89	89	94	84	x	106	110	90
O=C1CC(=O)N(C(=O)c2nn(-c3ccc(Cl)cc3)cc2O)N1	121	5.6*	62	23	37	62	x	40
O=C(O)COc1ccc(OCC(=O)O)cc1	21	20	28	5.6*	-64*	2.2*	21	6.7*
CCCCOC1=C(OCCCC)C(=O)c2ccccc2C1=O	107	104	96	98	x	100	102	87
COc1ccc(-c2nc3sccn3c2-c2cc(-c3cc(OC)c(OC)c(OC)c3)on2)cc1	92	47	81	52	91	100	99	89
c1ccc(-c2nnc(Nc3ccc4c(c3)OCCO4)o2)c(NCc2ccncc2)c1	64	12	15	53	24	-33*	-15*	20
Ic1nc(N=Nc2ccccc2)[nH]c1I	96	84	104	84	91	37	111	81
N#CC1=C(N)Oc2c(sc3c(Br)cccc23)C1c1ccc([N+](=O)[O-])cc1 (stereo not drawn)	11	7.7*	x	65	-11*	42	29	10
C=CCn1c(SCC(=O)Nc2ccc(C(=O)/C=C/c3cc(OC)c(OC)c(OC)c3)cc2)nnc1-c1ccc(OC)c(OC)c1	100	86	112	88	92	102	102	47
O=C1/C(=N/O)CCCc2ccccc21	100	111	105	93	96	106	140	107
O=[N+]([O-])c1nccn1CCCCCCCCCCCN1CCOCC1	107	83	89	85	96	82	105	94
Cc1ccc(-n2cc(-c3ccccc3)c3c2N=CN2CCN=C32)cc1	91	75	74	75	92	96	97	88
CC(C)OC(=O)c1nc(-c2cccc(Cl)c2)nc2ccccc12	109	93	101	94	100	108	117	81
CCO/C([O-])=N\c1c[n+](N2CCOCC2)no1	107	101	103	102	97	107	107	103
COc1ccc(-c2nnc(SCC(=O)Nc3ccc(/C(C)=N/O)cc3)o2)cc1	103	x	96	80	95	122	103	93
COc1ccc(-c2nc(NC(=O)c3ccc(OC)c(OC)c3)n[nH]2)cc1	96	87	107	101	97	100	98	103

Copied from the list:
CC(C)OC(=O)c1nc(-c2cccc(Cl)c2)nc2ccccc12 in BT-549 shows 117
CCO/C([O-])=N\c1c[n+](N2CCOCC2)no1 in LOX IMVI shows 97

An excerpt from above in order of formula weight, falling.
SMILES	HS 578T	K-562	MDA-MB-231	T-47D	LOX IMVI	MDA-MB-468	BT-549	MCF7
CCOC(=O)C1=C(c2ccccc2)N=C2SC3C(=NN(c4ccccc4)C3c3ccc(Br)cc3)N2C1c1ccc(O)cc1 (stereo not drawn)	95	96	85	82	99	88	101	88
NC1N=C(SCC(=O)N2CCN(c3cc4c(cc3F)c(=O)c(C(=O)O)cn4C3CC3)CC2)NC(=O)/C1=C/c1ccc(Cl)cc1 (stereo not drawn)	106	99	104	98	102	111	122	105
O=C(CSc1nc2ccc(F)cc2c(=O)n1-c1ccccc1)c1ccc(Br)cc1	89	89	94	84	x	106	110	90
O=C(CCn1cnc2c(cc(-c3ccccc3)n2-c2ccncc2)c1=O)Nc1ccccc1	114	104	104	99	x	106	101	102
N#CC1=C(N)Oc2c(sc3c(Br)cccc23)C1c1ccc([N+](=O)[O-])cc1 (stereo not drawn)	11	7.7*	x	65	-11*	42	29	10
COc1ccc(-c2nc(NC(=O)c3ccc(OC)c(OC)c3)n[nH]2)cc1	96	87	107	101	97	100	98	103
CCCCC(CC)CN1CN(CC(CC)CCCC)CC(C)(N)C1 (stereo not drawn)	108&101	88&49	102&90	96	94&87	99&74	100&93	98&90
O=c1cc(-c2ccccc2)oc2cc(Nc3ccccc3)cc(O)c12	87	71	97	91	98	87	91	89
CC(C)OC(=O)c1nc(-c2cccc(Cl)c2)nc2ccccc12	109	93	101	94	100	108	117	81
Cc1ccc(-n2cc(-c3ccccc3)c3c2N=CN2CCN=C32)cc1	91	75	74	75	92	96	97	88
CCCCOC1=C(OCCCC)C(=O)c2ccccc2C1=O	107	104	96	98	x	100	102	87
CCO/C([O-])=N\c1c[n+](N2CCOCC2)no1	107	101	103	102	97	107	107	103
O=C(O)COc1ccc(OCC(=O)O)cc1	21	20	28	5.6*	-64*	2.2*	21	6.7*
CCCNC(=O)c1cccc([N+](=O)[O-])c1	106	101	116	101	103	84	103	94
O=C1/C(=N/O)CCCc2ccccc21	100	111	105	93	96	106	140	107

Continued:
SMILES	HS 578T	K-562	MDA-MB-231	T-47D	LOX IMVI	MDA-MB-468	BT-549	MCF7
CN(c1ccccc1)c1cc(N)nc(N)n1	99	106	105	94	98	105	101	86
O=C(C[n+]1cccc2ccccc21)c1ccc2ccccc2c1	101	82	104	97	81	76	89	87
O=[N+]([O-])c1ccc(NCn2c(=S)sc3ccccc32)cc1	106	62	90	69	82	100	78	96
O=C(CCl)N(O)c1ccc(/C=C/c2ccccc2)cc1	111&107	46&64	66&82	60&64	36&47	6.6*!	62&74	42&49
O=C(Cn1ccnc1)Nc1cccc2cccnc12	95	101	105	85	98	97	89	93
CC(=O)O[C@H]1CC[C@]2(C)[C@H]3CC=C4[C@@H]5CC(C)(C)CC[C@]5(C(=O)NCCNCCNCCN)CC[C@@]4(C)[C@]3(C)CC[C@H]2C1(C)C	92	-11*	-43*	-15*	-99*	-14*	87	-86*
Cc1ccc(C(=O)c2sc3nc4c(cc3c2N)CCCC4)c(C)c1	x	12	21	35	31	32	56	21
OC(CBr)c1cc(-c2ccc(Cl)cc2)nc2cc(Cl)ccc12 (stereo not drawn)	105	101	76	87	90	113	112	85
O=C1/C(=C/c2ccccc2)CN(CCC(=O)N2C/C(=C\c3ccccc3)C(=O)/C(=C/c3ccccc3)C2)C/C1=C\c1ccccc1	58	12	75	27	-51*	67	56	-2.2*
COc1ccc(/C=N/C2=C(C#N)C(c3ccc([N+](=O)[O-])cc3)c3ccc4ccccc4c3O2)cc1 (stereo not drawn)	85	65	69	75	77	104	93	68
O=S(=O)(Cc1ccccc1)CS(=O)(=O)Cc1ccccc1	102	99	100	98	94	113	99	113
CN(C)c1ccc(/C=C/c2nc3ccccc3c(=O)n2CC(=O)Nc2ccccc2)cc1	45	56	33	49	1.6*	-5.0*	-1.2*	26
COC(CCc1ccccc1)OC	112	104	117	113	101	112	108	111
O=c1c2ccccc2c2ccccc2c(=O)n1Nc1ccccc1	99	82	97	92	84	102	104	95
CC1CN(CCOC(=O)C(c2ccccc2)C2C=CCCC2)CC1C (stereo not drawn)	102	119	91	111	96	89	100	98
CCOC(=O)C1=C(C(=O)c2cccc3ccccc23)C(c2ccccc2[N+](=O)[O-])C(C(=O)c2cccc3ccccc23)=C(C(=O)OCC)N1	62	82	x	x	84	94	89	64
O=c1c2ccccc2sc2cccc(NCCCN3CCN(CCCNc4cccc5sc6ccccc6c(=O)c45)CC3)c12	104	102	x	x	99	108	97	97
CCCCCC(=O)N1CCCCC1	112	104	99	93	114	104	164	100
CNC(=O)c1ccc(-c2cnc3ncc(Cc4ccc5ncccc5c4)n3n2)cc1F	82	81&76	74&102	97&96	97	71&119	100&105	78&93
CC(=O)C1C(C)=NN2C(c3ccccc3)=CC(C)=C(C#N)C12 (stereo not drawn)	102	96	102	100	105	115	96	x
COc1nc2c(cc1S(=O)(=O)c1ccccc1)CCc1c-2cnn1-c1ccc(Cl)cc1	82	97	95	83	96	88	109	95
O=C1NC(=O)c2ccc(-c3ccc4c(c3)ncn4C3CCCCC3)c3cccc1c23	87	57	76	71	79	86	79	75
COc1ccc(-c2nc(SCCNS(C)(=O)=O)[nH]c(=O)c2C#N)cc1	100	93	92	105	94	112	108	108
COC(=O)c1cc(C(=O)OC)c(C(=O)OC)cc1C(=O)OC	96	102	100	113	97	117	108	101
N#Cc1ncoc1N1CCN(Cc2ccc3c(c2)OCO3)CC1	103	91	115	89	94	104	103	93
Going on with the list.
SMILES	HS 578T	K-562	MDA-MB-231	T-47D	LOX IMVI	MDA-MB-468	BT-549	MCF7
COc1ccc(N2CCN(c3ncnc4c3c(C)nn4-c3ccc(F)cc3)CC2)cc1	94	104	98	96	100	100	98	98
NC(N)=Nc1ccc(Oc2ccc(Nc3ccc(Cl)c(C(F)(F)F)c3)cc2)cc1	56	7.0*	28	41	-96*	22	86	2.6*
COc1ccc(/C=N/NC(=O)c2ccc(C)nc2)cc1	97	94	91	99	104	98	98	95
CCCCC(CC)OC(=O)c1cccc(C)c1 (stereo not drawn)	106	124	105	83	100	104	106	97
NC(=O)c1c2c(c3cccnn13)C(=O)c1ccccc1C2=O	74	102	89	89	92	90	85	93
O=C1OCCN1NCc1ccc([N+](=O)[O-])o1	102	99	115	102	89	100	104	93
O=c1ccc(N=Nc2ccccc2)ccc1Cl	92	0.3*	-1.8*	42	-77*	-51*	135	18
CC(=O)c1ccc(-c2cc3ccccc3oc2=O)nc1C	99	103	102	113	79	102	115	70
Cc1cc(F)ccc1/C=C1\Cc2cc3c(cc2C1=O)OCO3	89	66	60	94	91	82	104	83
COc1cc(NC(=O)c2sc3nc4c(cc3c2N)C(O)CCC4)cc(OC)c1 (stereo not drawn)	106	28	89	91	93	54	100	51
COc1cc(/C=C/C(=O)c2cccc(B(O)O)c2)cc(OC)c1	102	76	93	77	58	50	39	71
CS(=O)(=O)c1ccc(N2N=C(c3ccc(F)cc3)CCC2=O)cc1	103	42	108	90	95	x	91	88
COc1cccc(N2CCN(c3ncnc4c3[nH]c3ccc(F)cc34)C[C@@H]2C)c1	-19*	-36*	-4.2*	-53*	0.6*	-13*	-97*	1.0*
CC(=O)N1CCN(c2cc3c(cc2F)c(=O)c(C(=O)O)cn3C2CC2)CC1	107	112	89	86	90	109	84	98
O=C1[C@H](CCC(O)c2ccc(F)cc2)[C@@H](c2ccc(O)cc2)N1c1ccc(F)cc1 (stereo partly drawn)	92	86	57	78	87	80	78	x
COc1cc(-c2nc3cc(Cl)c(Cl)cc3[nH]2)ccc1OCC(=O)N=Nc1c(O)[nH]c2ccccc12	-48*	-32*	-82*	-63*	-100*	-86*	-90*	-76*
COc1ccc(C(=S)N2CCN(c3ccc(Cl)cc3)CC2)cc1OC	x	69	92	82	88	69	117	81
CC(C)(C)c1ccc(C(=O)Nc2sc3cc(O)ccc3c2C(N)=O)cc1	96	x	76	61	23	47	85	44
C=C(Br)COc1ccc2c(C)cc(=O)oc2c1	92	86	84	78	x	54	82	16
CCCN(CCSSCCNc1nc(N(C)O)nc(N(C)O)n1)c1nc(N(C)O)nc(N(C)O)n1	131	157	67	62	71	16	8.0*	83
CCc1ccc(Nc2ccc3c(Oc4ccnc(C(=O)NC)c4)cccc3n2)cc1	82	60	79	61	86	77	73	74
NC(=N\N=C/Cc1ccccc1)/C(N)=N\N=C\Cc1ccccc1	105	103	98	92	97	112	104	101
OCCNCCCOc1ccc2ncnc(Nc3ccc(Oc4cccc(C(F)(F)F)c4)c(Cl)c3)c2c1	34	1.4*	-18*	39	-99*	-65*	96	-40*
